High-throughput results (PubChem)
MRP reversal – reverses drug resistance mediated by MRP. H69AR cells + 2 uM doxorubicin, CellTiter-Glo, 72 h. differential viability (reversal), % at 10 µM. 0.04% of 85,000 active. AID 602;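 active means viability drop by adding the cancer drug above about 55%, with treated viability meeting a 40% cutoff, limit read from the data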;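 further: viability without doxorubicin minus viability with 2 µM doxorubicin for each compound; larger differential means the compound sensitizes cells more to doxorubicin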
NFkB transloc inh – blocks IL-1B driven NFkB nuclear translocation in HUVEC cells; 0.43% of 94,000 active; HUVEC IL-1B NFkB p65 nuclear translocation imaging; inhibition, % at 2 µM;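 active means inhibition above about 30% together with a positive call from visual inspection of the well image, limit read from the data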;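 further: nuclear over cytoplasmic p65 intensity ratio measured by imaging; 0% = IL-1B stimulated DMSO wells and 100% = unstimulated DMSO wells; values of inactives mirror those of a sister screen read the other way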
PLAP inhibition – inhibition of human placental alkaline phosphatase – biochemical, luminescence, HTS (AID 690) | purified PLAP, luminescent substrate; higher % means a stronger effect | inhibition, % at 20 µM; hits with a dose series show IC50 in µM | 0.08% of 96,000 active; in the data active means a potency from the dose series; inactive means the rest, 99 in 100 with inhibition below about 30%; further: strong numbers were not always called active
NFkB transloc pot – enhances IL-1B driven NFkB nuclear translocation; HUVEC IL-1B NFkB p65 nuclear translocation imaging; activation, % at 2 µM; 0.3% of 94,000 active;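 active means activation above 40%, about the mean plus 3 SD, also judged a hit on visual image review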;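 further: percent activation is computed from the nuclear over cytoplasmic p65 intensity ratio; values of inactives mirror those of a sister screen read the other way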
Bcl-B displacement – displacers of TR3 peptide from Bcl-B, primary screen, selectivity assay for Bfl-1 inhibitor project, biochemical, fluorescence polarization. 0.11% of 96,000 active. displacement, % at 20 µM, or IC50 in µM where a hit was titrated. FP displacement of FITC-TR3 peptide from Bcl-B; higher % means a stronger effect;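 active means displacement above 50% at 20 µM plus a fluorescence interference ratio under 1.5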;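 further: plate controls were wells without compound for no effect and wells lacking Bcl-B protein for full effect; a part of the inactive calls stands beside numbers as strong as those of hits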
MRP reversal cytotoxicity – second read-out of MRP reversal, no call of its own (marks repeat the call); viability, %; H69AR cells, CellTiter-Glo, 72 h; measured here: cytotoxicity without doxorubicin
MRP reversal with doxorubicin – also measured in MRP reversal; calls as there; viability, %; measured here: viability with 2 uM doxorubicin; hits give low values
NFkB transloc inh cell count 2 µM – recorded beside NFkB transloc inh, whose call it bears; cell count; measured here: cells passing quality filter;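 raw number of nuclei counted in each imaged well without normalization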
NFkB transloc pot cell count 2 µM – recorded beside NFkB transloc pot, whose call it bears; cell count; measured here: cells passing quality filter
Active calls of the source: *; . = no result given. The list is partial; count on the stated rates, not on these rows.

A first look (2 entries):
SMILES	MRP reversal	MRP reversal cytotoxicity	MRP reversal with doxorubicin	NFkB transloc inh	NFkB transloc inh cell count 2 µM	PLAP inhibition	NFkB transloc pot	NFkB transloc pot cell count 2 µM	Bcl-B displacement
CCCCCC(=O)N(O)C1CC(=O)N(c2ccccc2)C1=O (stereo not drawn)	3	35	32	-7	112	-8%	7	112	7%
c1ccc2c(c1)ncn2CCOCCOCCn1cnc2ccccc21	14	79	65	-5	122	.	5	122	.

The whole of this part, from the first entry:
SMILES	MRP reversal	MRP reversal cytotoxicity	MRP reversal with doxorubicin	NFkB transloc inh	NFkB transloc inh cell count 2 µM	PLAP inhibition	NFkB transloc pot	NFkB transloc pot cell count 2 µM	Bcl-B displacement
CCCCCC(=O)N(O)C1CC(=O)N(c2ccccc2)C1=O (stereo not drawn)	3	35	32	-7	112	-8%	7	112	7%
c1ccc2c(c1)ncn2CCOCCOCCn1cnc2ccccc21	14	79	65	-5	122	.	5	122	.
NCc1ccc(-c2nc3ccccc3o2)cc1	5	100	95	.	.	19%	.	.	-4%
Cn1c(=O)n(C)c2cc(C(N)=O)ccc21	-6	90	96	10	85	4%	-10	85	-11%
COc1cc(NC(=O)CCN2CCN(c3ccccc3F)CC2)cc(OC)c1	12	76	64	.	.	-40%	.	.	-9%
CSc1nc2ccc(NC(=O)C3CCCO3)cc2s1 (stereo not drawn)	7	96	89	6	51	14%	-6	51	-4%
Nc1ncncc1-c1ccc([N+](=O)[O-])cc1	.	.	.	0	131	12%	0	131	0%
NC(=O)CSc1ncnc2c1oc1ccccc12	1	91	90	0	147	9%	0	147	5%
COc1cc(C(=O)OCC(=O)NCc2ccccc2)cc(NC(=O)c2ccco2)c1OC	2	85	83	-2	71	-3%	2	71	2%
CCOC(=O)c1c(-c2ccccc2)oc2ccc(O)c(CN(C)C)c12	-11	10	22	-7	87	-12%	7	87	10%
Cc1ccnc(Sc2ncccc2[N+](=O)[O-])n1	14	86	72	-7	156	14%	7	156	0%
O=C(O)c1ccc(-n2nnnc2SCc2ccccc2)cc1	83*	106*	24*	-10	173	-35%	10	173	-6%
CCC1CCCCN1CCCNC(=O)C1CCN(S(=O)(=O)N2CCCCC2)CC1 (stereo not drawn)	16	103	87	-17	151	3%	17	151	-7%
CCSc1nnc(NC(=O)CSc2nccn2-c2cccc(C)c2)s1	10	94	85	1	144	-14%	-1	144	-5%
NC(=O)c1cnn2c(C(F)(F)F)cc(-c3ccccc3)nc12	-6	89	95	-18	88	19%	18	88	-3%
COc1ccc(N2C(=O)C3C4c5ccccc5C(C=Nc5ccc(C)cc5C)(c5ccccc54)C3C2=O)cc1 (stereo not drawn)	.	.	.	-3	102	.	3	102	.
CCOC(=O)c1cc(NC(=O)c2cccnc2)cc(C(=O)OCC)c1	-7	87	94	-22	124	-5%	22	124	0%
COc1ccc(C(=O)NCC(C)CN(C)C)cc1 (stereo not drawn)	2	103	101	0	99	-41%	0	99	-1%
CCOC(=O)C(=CNc1cc(C)ccc1C)C(=O)OCC	.	.	.	-1	136	-26%	1	136	-4%
O=C(CN(c1ccccc1F)S(=O)(=O)c1ccccc1)N1CCCCCC1	23	95	72	-2	70	21%	2	70	-12%

Sorted by the number under Bcl-B displacement (high to low): three from the list above
compound | PLAP inhibition | NFkB transloc pot | NFkB transloc pot cell count 2 µM | Bcl-B displacement
NC(=O)c1cnn2c(C(F)(F)F)cc(-c3ccccc3)nc12 | 19% | 18 | 88 | -3%
CCOC(=O)C(=CNc1cc(C)ccc1C)C(=O)OCC | -26% | 1 | 136 | -4%
Cn1c(=O)n(C)c2cc(C(N)=O)ccc21 | 4% | -10 | 85 | -11%

The list goes on.
SMILES	MRP reversal	MRP reversal cytotoxicity	MRP reversal with doxorubicin	NFkB transloc inh	NFkB transloc inh cell count 2 µM	PLAP inhibition	NFkB transloc pot	NFkB transloc pot cell count 2 µM	Bcl-B displacement
CC(C)C(=O)Nc1nnc(SCC(=O)NCc2cccs2)s1	13	103	90	-26	201	-19%	26	201	0%
Cc1sc2ncnc(SCC(=O)NNC(=O)COc3cccc4ccccc34)c2c1C	.	.	.	-6	158	5%	6	158	-3%
O=C(c1ccc(F)cc1)C1CCN(C(=O)NCc2ccccc2)CC1	.	.	.	-6	172	8%	6	172	-2%
CCOC(=O)N1CCC(C(=O)Nc2ccc(OCC)cc2)CC1	-2	78	79	.	.	-2%	.	.	2%
O=Cc1ccc2noc(-c3ccc(Cl)cc3)c2c1	-43	39	82	-12	174	-9%	12	174	-15%
O=C(Nc1cccc(NC(=O)N2CCN(c3ccccc3)CC2)c1)N1CCN(c2ccccc2)CC1	.	.	.	0	153	-30%	0	153	-30%
Cc1cc2c(c(N3CCOCC3)n1)C(=O)OC2	17	101	84	-18	70	0%	18	70	-3%
O=C1c2ccccc2COc2ccc(O)cc21	-1	85	85	14	155	5%	-14	155	9%
O=C(c1cn(-c2ccccc2)nc1-c1cccs1)N1CCN(c2ccccn2)CC1	-15	61	76	-11	181	-60%	11	181	-9%
COc1ccc(C2=Nn3c(nnc3-c3ccccn3)SC2)cc1	-46	24	70	-20	149	-3%	20	149	-14%
Cc1cc(/C=N/NC(=O)C(=O)N2CCCC2)c(C)n1-c1cccc(Br)c1	.	.	.	8	165	-35%	-1	109	4%
COc1cc(S(=O)(=O)N2CCN(c3ccccc3)CC2)ccc1Cl	24	112	88	5	129	0%	-5	129	-1%
CCCOc1ccc2ccccc2c1/C=N/n1cnnc1	.	.	.	-21	143	6%	21	143	1%
COc1ccc(-c2nnc3sc(-c4cccs4)nn23)cc1OC	-29	55	85	-8	184	10%	8	184	4%
Cc1cc(NC(=O)Cn2c(=O)n(Cc3ccccc3)c(=O)c3ccccc32)no1	.	.	.	4	156	12%	-4	156	5%
COCc1cc(=O)n2[nH]c(-c3ccsc3-n3c(C)ccc3C)cc2n1	11	90	79	-4	179	-30%	3	179	22%
O=C(CCCCCN1C(=O)CCC1=O)Nc1ccc2c(c1)OCCO2	-14	88	103	-7	104	4%	7	104	-9%
Cc1ccc(S(=O)(=O)NC(=O)COc2ccccc2C(N)=O)cc1	3	95	92	-12	159	-20%	12	159	-3%
CCCC(c1nnnn1C1CCCC1)N1CCN(c2ccccc2F)CC1 (stereo not drawn)	-3	74	77	5	130	-48%	-5	130	1%
Cc1cccc(C)c1N(CC(=O)Nc1cccc(N(C)S(C)(=O)=O)c1)S(C)(=O)=O	7	90	83	0	158	-68%	0	158	4%

Among those listed so far, 2 have a Cl atom:
SMILES	MRP reversal	MRP reversal cytotoxicity	MRP reversal with doxorubicin	NFkB transloc inh	NFkB transloc inh cell count 2 µM	PLAP inhibition	NFkB transloc pot	NFkB transloc pot cell count 2 µM	Bcl-B displacement
O=Cc1ccc2noc(-c3ccc(Cl)cc3)c2c1	-43	39	82	-12	174	-9%	12	174	-15%
COc1cc(S(=O)(=O)N2CCN(c3ccccc3)CC2)ccc1Cl	24	112	88	5	129	0%	-5	129	-1%

3 compounds picked at random from the list so far, as already listed:
SMILES	MRP reversal	MRP reversal cytotoxicity	MRP reversal with doxorubicin	NFkB transloc inh	NFkB transloc inh cell count 2 µM	PLAP inhibition	NFkB transloc pot	NFkB transloc pot cell count 2 µM	Bcl-B displacement
O=Cc1ccc2noc(-c3ccc(Cl)cc3)c2c1	-43	39	82	-12	174	-9%	12	174	-15%
CCCC(c1nnnn1C1CCCC1)N1CCN(c2ccccc2F)CC1 (stereo not drawn)	-3	74	77	5	130	-48%	-5	130	1%
Cc1cccc(C)c1N(CC(=O)Nc1cccc(N(C)S(C)(=O)=O)c1)S(C)(=O)=O	7	90	83	0	158	-68%	0	158	4%

More entries:
SMILES	MRP reversal	MRP reversal cytotoxicity	MRP reversal with doxorubicin	NFkB transloc inh	NFkB transloc inh cell count 2 µM	PLAP inhibition	NFkB transloc pot	NFkB transloc pot cell count 2 µM	Bcl-B displacement
O=C(O)c1ccc(-n2c(-c3ccccc3)n[nH]c2=S)cc1	-2	92	94	-12	120	2%	12	120	-4%
CSc1nnc2n(Cc3ccccc3)c(=O)c3c4c(sc3n12)COC(C(C)C)C4 (stereo not drawn)	-7	87	93	-3	125	16%	3	125	2%
COc1ccc(C(=O)N2CCCC(C(=O)N3CCCCCC3)C2)cc1 (stereo not drawn)	4	71	68	-9	212	7%	9	212	2%
Cn1c(=O)n(CC(=O)NCc2cccnc2)c2ccccc21	-6	91	97	13	77	25%	-13	77	-8%
Cc1ccccc1NC(=O)c1ccccc1O	5	84	79	11	158	14%	-11	158	-7%
CCCCc1ccc(NC(=O)N[C@H](C(=O)O)C(C)C)cc1	2	90	88	-3	169	.	3	169	.
O=C(O)c1cccc(NS(=O)(=O)c2ccc3nnn(O)c3c2)c1	-16	83	99	3	155	6%	-3	155	-3%
Nc1cc(S(=O)(=O)C(F)(F)F)ccc1C(=O)O	-3	108	112	5	192	-7%	-5	192	2%
CCOc1ccc2nc(SCC(=O)c3cccs3)sc2c1	9	97	88	-4	158	-25%	4	158	6%
COc1ccc2[nH]cc(C(=O)N3CCCCC3)c(=O)c2c1	4	102	97	-6	170	6%	6	170	8%
CSc1n[nH]c(NCc2ccccc2)n1	7	94	87	5	66	-27%	-5	66	-11%
Cc1nc2ccccn2c1C(=O)NCCCN1CCOCC1	13	95	82	-9	165	-35%	9	165	26%
CC1CCCC(C)N1CCCNC(=O)Cn1cc2c(n1)CCCC2 (stereo not drawn)	-2	91	93	-12	139	-9%	12	139	15%
C/C=C/CSc1nc2c(c(=O)[nH]c(=O)n2C)n1C(C)C	-19	86	105	9	151	-4%	-9	151	13%
Cc1cc(C)c(S(=O)(=O)NCCn2ccc3ccccc32)c(C)c1	8	81	73	10	148	-30%	-10	148	4%
O=C(Nc1ccc(S(=O)(=O)N2CCCCC2)cc1)c1ccncc1	.	.	.	-8	85	-13%	8	85	2%
Cc1ccc(NC(=O)CN2C(=O)CSC2=O)cc1	10	100	90	-12	93	.	12	93	.
COc1ccc2oc(=O)c(C(=O)N3CCN(c4ccccc4)CC3)cc2c1	0	97	96	-11	70	21%	11	70	-4%
CCCCCCC(=O)Nc1nc(C)c(-c2csc(Nc3cc(OC)ccc3OC)n2)s1	.	.	.	-2	187	11%	2	187	-11%
COC(=O)c1ccsc1NC(=O)CSc1nnnn1-c1ccccc1SC	0	71	70	-11	137	8%	11	137	-12%
N#CCCn1c(SCC(=O)N2CCN(S(=O)(=O)c3ccccc3)CC2)nc2ccccc21	-3	90	93	0	83	-38%	0	83	0%
Cc1cc2ccccc2n1CCNC(=O)Cc1cccc2ccccc12	12	90	78	-8	171	-13%	7	171	11%
O=C(O)c1cccc(COCC(F)(F)C(F)F)c1	0	94	94	-1	154	2%	1	154	-11%
O=C(NCc1ccc2c(c1)OCO2)C1CCN(Cc2cnn(-c3ccccc3)c2-n2cccc2)CC1	4	56	52	-11	61	-153%	11	61	-6%
COc1ccc(-n2c(SCC#N)nnc2-c2ccc(NS(=O)(=O)c3ccc(C)cc3)cc2)cc1	37	80	43	.	.	-42%	.	.	-17%
Cc1ccc(-c2cc(-c3ccccc3C)[nH]n2)c(O)c1	-2	42	43	-31	154	.	31	154	.
Cc1cc(C)c(C(=O)Nc2ccc(S(=O)(=O)Nc3onc(C)c3C)cc2)c(C)c1	-8	91	100	11	57	-9%	-11	57	2%
CN(C)c1ccc(NC(=O)N2CCOCC2)cc1	-2	88	90	2	162	.	-2	162	.
CCOc1ccc(C2C(C(=O)OC)=C(C)N=C3SCCC(=O)N32)cc1OCC (stereo not drawn)	5	90	85	-1	111	-38%	1	111	-3%
C=CCn1c(SCC(=O)NCCC2=CCCCC2)nc2ccc(Cl)cc2c1=O	.	.	.	7	147	16%	-7	147	2%
